Screens from PubChem.
HTRA1 inhibitor: HTRA1 serine protease inhibitors, primary screen, biochemical, fluorescence polarization, HTS; hit rate 0.5% among 340,000; recombinant HTRA1, FP-rhodamine activity-based probe; Q92743; inhibition, % at 5.96 µM; in the data active = inhibition above about 36%;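 also: 0% = enzyme with DMSO and 100% = wells lacking enzyme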
Target sequence (Q92743 whole entry, looked up): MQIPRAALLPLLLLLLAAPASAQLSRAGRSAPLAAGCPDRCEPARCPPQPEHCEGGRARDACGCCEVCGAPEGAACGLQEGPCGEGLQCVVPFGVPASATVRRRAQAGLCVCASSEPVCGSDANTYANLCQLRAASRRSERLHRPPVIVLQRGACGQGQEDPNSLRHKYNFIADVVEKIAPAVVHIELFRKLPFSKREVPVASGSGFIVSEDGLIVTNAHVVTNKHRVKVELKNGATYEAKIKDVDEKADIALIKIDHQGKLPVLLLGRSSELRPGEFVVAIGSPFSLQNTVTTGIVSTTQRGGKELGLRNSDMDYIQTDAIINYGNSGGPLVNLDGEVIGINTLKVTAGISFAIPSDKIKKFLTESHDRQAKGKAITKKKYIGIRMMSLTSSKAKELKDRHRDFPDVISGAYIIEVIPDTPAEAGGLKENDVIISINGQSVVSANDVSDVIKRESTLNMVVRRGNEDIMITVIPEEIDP
PRMT1 inh: PRMT1 methyltransferase inhibitors, primary screen, biochemical, fluorescence polarization; AID 652257, 2013; inhibition, % at 2.79 µM; Protein arginine N-methyltransferase 1 (Homo sapiens), Q99873; hit rate 1.3% among 370,000; recombinant PRMT1, activity-based probe fluorescence polarization;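 active = inhibition above about 21% made by adding two undisclosed values, limit read from the data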
ABHD4 inh: ABHD4 inhibitors, primary screen, biochemical, fluorescence polarization, mouse; (Lyso)-N-acylphosphatidylethanolamine lipase (Mus musculus), Q8VD66; inhibition, % at 8.92 µM; purified mABHD4, FP-Rh probe fluorescence polarization; hit rate 0.54% among 370,000;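 active = inhibition exceeding the mean over every tested compound plus 3 SD, cut at about 30% in these data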;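 also: 0% = plate median of compound wells and 100% = S159A mutant with DMSO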
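Material: mouse ABHD4 enzyme, wild type; Benchmarks: S159A mutant high control, sample median low control; Buffer or medium: HEPES pH 7.0, NaCl, Pluronic buffer; Signal: fluorescence polarization; Read-out: percent inhibition of probe binding, normalized to plate controls; Timing: pre-incubation 45 min, probe exposure 60 min, at 25 °C; Dosing: 8.92 µM, single dose.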
TDP2 inh: human TDP2 enzyme inhibitors, primary screen, biochemical, epi absorbance, recombinant enzyme; Tyrosyl-DNA phosphodiesterase 2 (Homo sapiens), O95551; T5PNP hydrolysis, p-nitrophenol absorbance 415 nm; inhibition, % at 12.8 µM; hit rate 0.34% among 370,000; AID 720702, 2013;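 active = inhibition above the mean of all tested compounds plus 3 SD, set per campaign, cut at about 25% in these data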;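 also: 0% = DMSO with enzyme and 100% = buffer with substrate but no TDP2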
Target sequence (O95551 whole entry, looked up): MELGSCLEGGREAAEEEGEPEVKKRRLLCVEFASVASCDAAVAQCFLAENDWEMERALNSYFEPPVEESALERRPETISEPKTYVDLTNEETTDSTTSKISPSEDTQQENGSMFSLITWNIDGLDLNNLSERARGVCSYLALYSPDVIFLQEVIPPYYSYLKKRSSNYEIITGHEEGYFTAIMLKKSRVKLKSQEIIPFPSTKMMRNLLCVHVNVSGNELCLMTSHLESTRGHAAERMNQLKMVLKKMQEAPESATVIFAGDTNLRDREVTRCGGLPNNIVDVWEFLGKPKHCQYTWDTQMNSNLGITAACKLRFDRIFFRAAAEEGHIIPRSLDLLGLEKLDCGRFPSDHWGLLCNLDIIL
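Test system: human TDP2 enzyme; Input: 120 nM TDP2 per well; Buffer or medium: Mg2+-containing Tris-HCl buffer, pH 7.5; Reagent: 5 mM T5PNP; Dosing: 12.8 µM single point, 1% DMSO; Incubation: reaction 2 h, 37 °C; Detection: p-Nitrophenol epi absorbance; Read-out: % inhibition relative to enzyme-containing and enzyme-free wells; Replicates: single well per compound.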
UHRF1 MBD2 ctr: UHRF1 methylated DNA binding inhibitors, primary screen, counter-screen for MBD2 inhibitor project, biochemical, TR-FRET, human UHRF1, single concentration; hit rate 0.75% among 370,000; AID 687016, 2013; inhibition, % at 4.4 µM; UHRF1 binding to methylated oligo; in the data active = inhibition above about 21%;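 also: UHRF1 SRA domain binding a hemimethylated CpG hairpin DNA probe; 0% = median of test compound wells and 100% = reference inhibitor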
SIAE inh: human SIAE inhibitors, primary screen, biochemical, fluorescence polarization, FP-Rh probe, 1536-well HTS. SIAE FP-Rh probe binding. hit rate 0.69% among 370,000. inhibition, % at 9.66 µM. Sialate O-acetylesterase (Homo sapiens), Q9HAT2;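 active = inhibition above a cutoff: mean of compounds within the control limits plus 3 SD of those, cut at about 17% in these data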;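 also: 0% = plate median of compound wells and 100% = probe without SIAE protein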
LEDGF integ inh: blockers of LEDGF/p75-dependent integrase strand transfer – biochemical, TR-FRET, high throughput, primary screen; inhibition, % at 3.7 µM; hit rate 0.64% among 370,000; TR-FRET IN-LEDGF/p75 DNA integration, Eu/Cy5; HIV-1 integrase (with human LEDGF/p75);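 active = inhibition above the screen-wide mean plus 3 SD, cut at about 13% in these data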;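 also: signal is the Cy5 over europium emission ratio at 671 and 618 nm; 0% = plate median of compound wells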
DDE Tn7 FP inh: inhibitors of Tn7 peptide binding to fibrin DD(E), primary screen, biochemical, fluorescence polarization, human fibrin, Tn7 probe. FP displacement of FITC-Tn7 peptide from fibrin DD(E); 0% = median of compound wells per plate. Fibrinogen beta chain (Homo sapiens), P02675. hit rate 0.13% among 370,000. inhibition, % at 8.3 µM;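 active = inhibition above the mean of compounds falling within the control limits plus 3 SD of them, cut at about 14% in these data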;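 also: 0% = plate median of compound wells and 100% = 10 µM Aha-Tn7 peptide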
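Assay system: human fibrin DD(E). Input: DD(E) 2 µM final. Medium: Tris buffer with calcium and detergent, pH 7.8. Compound dosing: single point at 8.3 µM. Timing: 10 min plus 3 h, room temperature. Technique: fluorescence polarization of the labelled Tn7 tracer. Read-out: percent inhibition. Replicates: singlicate testing.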
TCR-CD3 inh: inhibitors of human TCR-CD3 interaction, primary screen, biochemical, fluorescence, TAMRA-labeled TCR probe; hit rate 0.37% among 360,000; T-cell receptor (TCR); inhibition, % at 9.4 µM; in the data active = inhibition above about 19%;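 also: recombinant mutant TCR 2C K166C tagged with TAMRA read by polarization; 0% = receptor in buffer alone and 100% = receptor with positive control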
PG9 Ab binder: binders of HIV-1 gp120 antibody PG9, primary screen, biochemical, TR-FRET | TR-FRET gp120-PG9 antibody binding | hit rate 0.43% among 360,000 | inhibition, % at 6.7 µM; in the data active = inhibition above about 8.5%
The depositor's hits bear a star; . = not tested or not shown.

SMILES | HTRA1 inhibitor | PRMT1 inh | ABHD4 inh | TDP2 inh | UHRF1 MBD2 ctr | SIAE inh | LEDGF integ inh | DDE Tn7 FP inh | TCR-CD3 inh | PG9 Ab binder
COc1ccccc1N1C(=O)C2C3CC(c4ccccc4)C(C3)C2C1=O (stereo not given) | -8 | 0 | 4 | -6 | -1 | -2 | 0 | 6 | 1 | -0.6
CC(C)c1nc(SCC(=O)N2c3ccccc3CC2C)c2ccccc2n1 (stereo not given) | -24 | 2 | -4 | 2 | -3 | -5 | -2 | 7 | -3 | 0.5
COc1cccc(Cn2nnc(C(=O)Nc3cc(Cl)ccc3OC)c2N)c1 | -63 | -3 | -13 | -1 | -1 | -73 | -3 | -7 | 3 | -0.2
CN(C1CCCCC1)S(=O)(=O)c1ccc(S(=O)(=O)N2CCCC2)cc1 | -13 | 0 | 10 | -9 | 5 | -2 | 1 | -8 | 7 | -1.6
Cc1ccc(S(=O)(=O)N2[C@@H](c3ccc(Br)cc3)C(C(=O)O)=CC[C@H]2c2cccc(C)c2)cc1 | -4 | 1 | 15 | 5 | 0 | -8 | 0 | 6 | 5 | -0.4
O=C1CCN(S(=O)(=O)c2ccccc2)CCN1CCOCc1ccc(F)cc1 | 2 | 0 | 3 | 5 | 3 | 2 | 3 | 1 | 0 | -2.6
CC(Sc1nncs1)C(=O)Nc1ccc2c(c1)OCCO2 (stereo not given) | -1 | -3 | 1 | 5 | 1 | 14 | 1 | -5 | 7 | 1.9
CN(C)CCNC(=O)c1ccc2c(c1)NC(=O)c1ccccc1S2 | 9 | -2 | 0 | 9 | 0 | 0 | 0 | 3 | 1 | -0.2
Cc1ccc(Cn2nc(C)c(NC(=O)c3cc(-c4ccc5c(c4)OCO5)on3)c2C)cc1 | . | -6 | -3 | -1 | -2 | -12 | -1 | -3 | 3 | -2.5
COc1ccc(C2NCCc3sccc32)cc1 (stereo not given) | 0 | -1 | 1 | 10 | -2 | -4 | -2 | -1 | -5 | 0.3
COc1ccc2c(c1)OC[C@H]1[C@H]2N2C(=O)CNC(=O)[C@@]2(C)[C@H]1c1ccccc1 | . | 0 | 9 | 10 | 3 | 5 | 0 | 4 | 1 | -3.1
Cc1ccc(C(=O)N/C(=C/c2ccc(Cl)cc2)C(=O)N2CCOCC2)cc1 | 0 | 7 | -1 | 8 | -3 | -1 | 0 | 4 | 2 | -1.2
Cc1ncc([N+](=O)[O-])n1CCOC(=O)c1ccccc1 | -4 | -4 | -7 | -15 | 1 | -11 | -1 | 2 | 5 | -0.7
Cc1cc(Cl)c2ccccc2n1 | -1 | 3 | 7 | 10 | -4 | 3 | -4 | -7 | -14 | -1.2
CC(C)(C)c1ccc(C(=O)N2CCC(=O)N(C(CO)Cc3ccccc3)CC2)cc1 (stereo not given) | 2 | 0 | -2 | -3 | 2 | 5 | 1 | -3 | -10 | -1.9
Cc1ccc(C(=O)C(C)OC(=O)c2cc(=O)[nH]c3ccccc23)cc1 (stereo not given) | -12 | -5 | -16 | 12 | 1 | -1 | 1 | -1 | -4 | -2.1
Cc1ccc(N2C(=O)CC(NNC(=O)c3cccc(S(=O)(=O)N4CCCC4)c3)C2=O)cc1 (stereo not given) | -1 | 3 | 1 | -9 | 3 | -1 | -5 | 12 | -4 | -1.4
O=C1N(Nc2ccccc2)C(c2ccc(Br)cc2)C12CCCC2 (stereo not given) | -3 | -5 | 2 | -2 | 0 | 4 | 0 | 2 | 10 | 3.1
Cc1ccc(C2C(C(=O)c3cccs3)=C(O)C(=O)N2c2ccc(S(N)(=O)=O)cc2)cc1 (stereo not given) | 0 | 2 | -2 | -9 | -1 | -5 | -1 | 3 | 6 | 2.9
Cc1ccc(NC(=O)CS(=O)CC(=O)NCC2OCCc3ccccc32)c(C)c1 (stereo not given) | -2 | 0 | 9 | -5 | 0 | -1 | 0 | -6 | 5 | -0.3
O=C(OCC(=O)N1CCN(C(=O)c2ccco2)CC1)c1ccccc1C(=O)c1ccc(Cl)cc1 | 2 | 3 | 6 | 8 | 1 | -9 | -1 | 3 | 1 | -1.4
COc1ccc(C2=Nn3c(nnc3-c3cccnc3)SC2)cc1OC | 3 | -2 | 2 | 2 | 1 | -3 | 1 | 3 | -4 | 0.8
Cc1ccc(C(=O)C(OC(=O)c2cnccn2)c2ccccc2)cc1C (stereo not given) | -8 | 0 | 0 | 5 | -1 | 2 | -3 | -3 | 3 | 0.9
CCSc1nc(COC(=O)NC)c(COC(=O)NC)n1C | 3 | 3 | -3 | -2 | 2 | -8 | 0 | 2 | -1 | 5.0
COc1ccc(N2CC(O)=C(c3nc(C)cs3)C2=N)cc1 | 2 | 1 | -5 | -4 | 0 | -3 | -2 | -9 | -1 | -0.5
Cc1cc(C)nc(NC2=NCC(=O)N2c2cc(Cl)cc(Cl)c2)n1 | 2 | 1 | 1 | 0 | -1 | -1 | 3 | -14 | 0 | -1.0
COc1cc(CC2COC(c3ccc(O)c(OC)c3)C2COC(C)=O)ccc1O (stereo not given) | 11 | 0 | 10 | 10 | 14 | 2 | 14* | 1 | 23* | -0.2
CC(Sc1nnc(-c2ccco2)n1N)C(=O)NCC1CCCO1 (stereo not given) | 2 | 18 | -3 | 2 | -1 | 2 | -1 | 2 | 2 | -0.2
COc1ccc(NC(=O)/C(C#N)=C\c2cc(C)n(-c3ccc(Oc4ccc([N+](=O)[O-])cn4)cc3)c2C)cc1 | -5 | -1 | 3 | 7 | -4 | 2 | 0 | 0 | -1 | 0.8
CCCNCCC(c1ccco1)c1ccccc1OC (stereo not given) | -14 | 0 | -2 | 5 | -1 | -4 | 1 | 5 | 4 | -2.4
Cc1cc(C)cc(NC(=O)C(=O)NCCCN2CCCC2=O)c1 | 0 | -3 | 3 | -10 | 0 | 3 | 5 | 6 | 1 | -1.8
COC(=O)c1ccc(CSc2nc(N)cc(N)n2)cc1 | -1 | 1 | 1 | 8 | -2 | -2 | 1 | -3 | 0 | -1.4
COc1ccc(/C=C/c2nc(-c3ccccc3O)n[nH]2)cc1OC | -34 | -2 | -65 | -14 | -2 | -5 | 4 | -6 | 2 | -1.5
CCc1ccc(C(=O)NCc2cccs2)s1 | -6 | 2 | 0 | 16 | 2 | -1 | 0 | -6 | 8 | -0.6
CCc1cccc(NC(=O)c2cc(S(=O)(=O)N3CCCCC3)ccc2N2CCOCC2)c1 | -54 | -2 | -4 | 3 | 0 | 6 | 3 | 6 | 0 | -1.5
CN(C)c1c(F)cc(C(=O)NC(=O)NCc2cccnc2)cc1F | 3 | 0 | 1 | -14 | 14 | -1 | -5 | 5 | -9 | 1.8

Structural class, the compounds so far containing fluorine (2)
SMILES | HTRA1 inhibitor | PRMT1 inh | ABHD4 inh | TDP2 inh | UHRF1 MBD2 ctr | SIAE inh | LEDGF integ inh | DDE Tn7 FP inh | TCR-CD3 inh | PG9 Ab binder
O=C1CCN(S(=O)(=O)c2ccccc2)CCN1CCOCc1ccc(F)cc1 | 2 | 0 | 3 | 5 | 3 | 2 | 3 | 1 | 0 | -2.6
CN(C)c1c(F)cc(C(=O)NC(=O)NCc2cccnc2)cc1F | 3 | 0 | 1 | -14 | 14 | -1 | -5 | 5 | -9 | 1.8

Later entries
SMILES | HTRA1 inhibitor | PRMT1 inh | ABHD4 inh | TDP2 inh | UHRF1 MBD2 ctr | SIAE inh | LEDGF integ inh | DDE Tn7 FP inh | TCR-CD3 inh | PG9 Ab binder
Fc1ccc(-n2nnc(-c3nccs3)n2)cc1 | -10 | 1 | 1 | 6 | 19 | 9 | 2 | 8 | 12 | -1.9
COc1ccccc1NC(=O)CSc1nnc(C2CCCCC2)n1N | -2 | 9 | -6 | -17 | 4 | -2 | -2 | -2 | 2 | 0.1
COC(=O)c1ccc(NC(=O)C(OC)c2ccccc2)cc1 (stereo not given) | -14 | 5 | 6 | -12 | 6 | 1 | -3 | -1 | -4 | -1.6
Cn1c(SCC(=O)Nc2cccnc2Cl)nc2ccccc21 | -6 | -1 | -1 | 6 | 12 | 0 | 0 | -2 | 7 | -0.9
CSc1ccc(/C=C/C(=O)OCC(=O)N(C)CCC#N)cc1 | -4 | 1 | 3 | 7 | -2 | 5 | 0 | 3 | 1 | -0.5
COc1cc(-c2cc(C(=O)Nc3cccc(C(C)=O)c3)c3ccccc3n2)cc(OC)c1OC | -42 | 1 | -28 | -4 | -1 | -32 | -1 | 4 | 3 | -1.7
CC(C)C(=O)COc1c2occc2cc2ccc(=O)oc12 | 2 | 16 | -14 | -7 | -1 | -4 | 2 | 8 | -4 | 0.2
CCN(CC)S(=O)(=O)c1cccc(C(=O)N/N=C/c2ccccn2)c1 | 4 | 1 | -1 | 9 | 1 | -10 | -2 | 2 | 3 | 1.5
Cc1cc(C(=O)Nc2c(C)n(C)n(-c3ccccc3)c2=O)cs1 | -1 | 3 | 4 | 8 | 4 | -3 | 2 | 1 | -11 | 1.7
Cc1sc2ncnc(Sc3ccccc3C(=O)Nc3ccc(Br)cc3)c2c1C | -50 | 35* | -4 | -8 | 8 | -12 | -5 | -7 | -1 | 0.9
CCN(CC)S(=O)(=O)c1ccc2c(c1)c(=O)c(C(=O)NCCCN(C)c1ccccc1)cn2C | 0 | 6 | -5 | 3 | 7 | -9 | 2 | 7 | -9 | 1.4
CCOCC(=O)Nc1sc2c(c1C(=O)OCC)CCCC2 | -18 | -1 | 4 | 5 | 2 | 0 | 3 | -3 | 2 | 0.1
COCCN1CCn2c(nc3cc(NC(=O)c4ccc(OC)cc4)ccc32)C1 | -2 | 3 | -28 | 0 | 1 | -18 | 1 | 6 | -7 | -2.0
COc1ccc(Cl)cc1NC(=O)CCc1nc(-c2ccccc2F)no1 | -9 | -5 | -7 | 8 | 2 | -1 | 1 | -5 | 2 | 0.8
Cc1ccc(C)c(S(=O)(=O)N2CCN(C(=O)[C@@H](NC(=O)c3ccc(F)cc3)C(C)C)CC2)c1 | -1 | 1 | -2 | 9 | -2 | -3 | -2 | 2 | -4 | -1.1
CN(C)CCNC(=O)CCn1nc(-c2ccc(Cl)cc2)ccc1=O | 8 | 0 | 1 | 10 | -8 | 10 | -2 | -5 | 1 | -0.9
